Bioassay records deposited in PubChem by Broad Institute.
Rtt109 Vps75 – C. albicans Rtt109 histone acetyltransferase inhibition; inhibition, % at 34.9 µM; Q5AAJ8; 330,000 compounds, 0.16% hits; purified Rtt109/Vps75, ThioGlo CoA-SH fluorescence, 4 h;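 active = inhibition of at least 50% in every replicate; inconclusive = best replicate reaches 50% inhibition but some replicates fall short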
Target sequence (Q5AAJ8 whole entry, looked up): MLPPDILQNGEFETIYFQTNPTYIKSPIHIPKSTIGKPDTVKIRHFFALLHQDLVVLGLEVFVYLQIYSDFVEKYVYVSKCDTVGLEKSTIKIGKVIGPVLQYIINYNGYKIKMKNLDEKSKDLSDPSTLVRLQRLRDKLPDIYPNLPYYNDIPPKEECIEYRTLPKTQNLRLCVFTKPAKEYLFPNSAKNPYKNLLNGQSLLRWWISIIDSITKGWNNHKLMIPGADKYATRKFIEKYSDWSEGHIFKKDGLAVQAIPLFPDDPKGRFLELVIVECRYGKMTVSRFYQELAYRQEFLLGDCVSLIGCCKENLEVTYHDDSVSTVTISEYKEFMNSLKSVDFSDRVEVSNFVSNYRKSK
PvdQ inh – blocks Pseudomonas aeruginosa PvdQ acylase activity | purified PvdQ acylase, fluorescence plate reader | inhibition, % at 10 µM | 340,000 compounds, 0.063% hits; in the data active = inhibition above about 30%, passing the limit was not always enough; inconclusive = no clear call, values can overlap the other calls;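 also: 0% = vehicle neutral wells and 100% = reference inhibitor wells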
PfHsp90 yeast 2 – inhibits growth of yeast expressing Plasmodium falciparum Hsp90; S. cerevisiae expressing PfHsp90, BacTiter-Glo ATP, 48 h; yeast lacking PDR1 and PDR3 efflux regulators; inhibition, % at 9.4 µM; 310,000 compounds, 0.32% hits; AID 504621;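 active = every replicate shows inhibition above about 80%, whatever the replicate mean, limit read from the data; inconclusive = mean inhibition reaches the set limit but some replicate falls short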;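 also: 0% = DMSO neutral controls and 100% = 20 µM radicicol positive controls; yeast relying on Plasmodium falciparum Hsp90 in place of its own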
SR-BI HDL uptake – mouse SR-BI HDL lipid transfer inhibition; 320,000 compounds, 0.96% hits; ldlA[mSR-BI] CHO cells, DiI-HDL uptake fluorescence, 3 h; AID 488896; inhibition, % at 12.5 µM;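 active = mean replicate inhibition of at least 70% and a set share of replicates each scoring 70 or more; inconclusive = meets just one of the two criteria; inactive = fails both criteria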;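 also: 0% = median of neutral control wells and 100% = median of positive control wells; values of inactives mirror those of a sister screen read the other way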
Target sequence (Q61009 whole entry, looked up): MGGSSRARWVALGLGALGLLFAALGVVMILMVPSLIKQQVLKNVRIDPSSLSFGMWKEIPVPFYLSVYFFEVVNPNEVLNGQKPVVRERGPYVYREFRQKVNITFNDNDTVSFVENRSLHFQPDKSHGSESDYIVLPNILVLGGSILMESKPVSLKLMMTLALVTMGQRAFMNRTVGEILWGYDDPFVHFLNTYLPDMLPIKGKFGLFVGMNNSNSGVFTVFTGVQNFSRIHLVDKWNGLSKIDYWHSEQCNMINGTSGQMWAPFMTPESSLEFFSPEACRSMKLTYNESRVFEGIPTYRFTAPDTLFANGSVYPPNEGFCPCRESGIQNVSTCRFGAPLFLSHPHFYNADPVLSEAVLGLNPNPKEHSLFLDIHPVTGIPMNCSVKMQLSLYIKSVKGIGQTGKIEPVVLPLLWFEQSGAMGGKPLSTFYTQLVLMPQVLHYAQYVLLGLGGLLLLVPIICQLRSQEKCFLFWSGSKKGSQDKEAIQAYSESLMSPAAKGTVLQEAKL
dFosB act – enhances mouse delta FosB homodimer DNA binding. P13346. purified delta FosB, TAMRA-CDK5 oligo fluorescence polarization; percent of positive-control signal above neutral wells. activation, % at 25 µM. 340,000 compounds, 0.99% hits. AID 493131;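 active = mean activation above about 17%, with every replicate also reaching it, limit read from the data, passing the limit was not always enough; inconclusive = only one of the two conditions met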;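 also: fluorescence polarization rise as delta FosB binds a TAMRA Cdk5 AP-1 oligo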
MITF TRPM1 HTS – activators of MITF-driven TRPM1 promoter activity in SK-MEL-5 cells. SK-MEL-5 TRPM1-promoter luciferase, 24 h; % of positive control, neutral wells = 0. activation, % at 12.5 µM. 300,000 compounds, 0.75% hits;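 active = mean activation of at least 80% with every replicate also reaching 80%; inconclusive = mean reaches 80% but some replicate falls short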;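 also: 0% = neutral control wells and 100% = parthenolide positive control wells; values of inactives mirror those of a sister screen read the other way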
NSD2 inh – inhibitors of human histone methyltransferase NSD2; O96028; NSD2 peptide methylation, AlphaScreen, 120 min; inhibition, % at 12.5 µM; 310,000 compounds, 0.54% hits; AID 743445; in the data active = inhibition above about 50%
CAL PDZ FP-1 – human CAL PDZ-peptide interaction inhibition; 330,000 compounds, 0.02% hits; AID 504414; inhibition, % at 20 µM; purified CAL PDZ, TMR-peptide fluorescence polarization, 1 h; Q9HD26;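 active = highest replicate inhibition of at least 40%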;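 also: plate controls were DMSO neutral control wells for no effect and unlabeled competitor peptide control wells for full effect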
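System: purified tagged CAL PDZ domain construct (CerCALP). Schedule: 1 h incubation at room temperature before polarization reading. Medium: 25 mM sodium phosphate pH 7.4, 150 mM NaCl, TCEP, IgG, Thesit. Read-out: percent inhibition from loss of millipolarization. Measured by: FP readout, S and P plane fluorescence. Probe or stimulus: fluorescent TMR peptide probe.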
SR-BI DiI-HDL act – activators of SR-BI mediated HDL lipid uptake; activation, % at 12.5 µM; CHO ldlA[mSR-BI] cells, DiI-HDL uptake fluorescence, 3 h; 100 = double the neutral-control signal; AID 504775; 320,000 compounds, 0.096% hits;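 active = mean replicate activation of at least 60% and every replicate at or above 60%; inconclusive = mean or all-replicate condition met, but not both; inactive = mean below 60% and not all replicates reaching 60%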;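 also: 0% = median plate neutral-control signal and 100% = twice that signal; values of inactives mirror those of a sister screen read the other way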
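System: CHO ldlA[mSR-BI] cells / Medium: HEPES-buffered (25 mM, pH 7.4) F12 plus 0.5% BSA / Probe or stimulus: labelled HDL, 10 µg/mL / Doses: single compound concentration, delivered by pin transfer / Schedule: 3 h, 37 °C / Measured by: DiI fluorescence, bottom read / Measure: cell-associated DiI fluorescence as measure of HDL uptake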
CAL PDZ FP-2 – blocks peptide binding to the human CAL PDZ domain; purified CAL PDZ, TMR-peptide fluorescence polarization, 1 h; inhibition, % at 24.9 µM; 300,000 compounds, 0.92% hits; AID 602252;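 active = mean inhibition of at least 30% with at least half of replicates also reaching 30%; inconclusive = no clear call, values can overlap the other calls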;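 also: 0% = DMSO neutral control and 100% = excess unlabeled competitor peptide PRC23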
The depositor's hits bear a star; ? = inconclusive; / = no result given.

PfHsp90 yeast 2	dFosB act	PvdQ inh	SR-BI HDL uptake	Rtt109 Vps75	MITF TRPM1 HTS	SR-BI DiI-HDL act	NSD2 inh	CAL PDZ FP-2	CAL PDZ FP-1	compound
11	34*	-15	-10	-5	-5	10	-2	0	-0.8	Cc1ccc(C)c(NC(=O)CN2C(=O)NC(CCc3ccccc3)C2=O)c1 (configuration not stated)
12	3	-16	-9	-15	3	9	/	-2	0.4	CC[N+](CC)(CC)CC(=O)Nc1c(C)cccc1C
0	3	-10	0	-5	1	0	-5	/	-0.4	COc1ccc(S(=O)(=O)Nc2cc([N+](=O)[O-])ccc2OC)cc1
9	-15	-1	-28	-1	11	28	1	-7	-3.4	CCOc1ccc(CN(C(=O)/C=C/c2ccco2)C2CCS(=O)(=O)C2)cc1 (configuration not stated)
/	5	-8	8	-5	-4	-8	0	-1	-0.9	CC(C)c1ccc(NC(=O)CN2C(=O)NC(Cc3c[nH]c4ccccc34)C2=O)cc1 (configuration not stated)
-19	4	-22	1	-3	-7	-1	/	/	0.6	CCOC(=O)Cn1c(=O)oc2cc(S(=O)(=O)NCc3cccs3)ccc21
2	0	-7	1	3	3	-1	0	0	-0.6	COc1ccc2c(c1)CCCN2C(N)=Nc1ccc(Cl)cc1
-3	1	4	19	-3	/	-19	1	-7	0.1	Cc1ccc(NC(=O)C(=O)c2c[nH]c3ccccc23)cc1
12	2	-2	-21	-11	/	21	-2	1	-4.5	CC(C)NC(=O)c1ccc2c(c1)nnn2C
18	-2	-9	66	-7	90*	-66	/	-3	-2.9	COc1ccc(/C=C/C(=O)Nc2ccccc2)cc1OC
12	-6	-20	1	0	19	-1	2	-3	-1.6	COc1ccccc1N1CCN(C(=O)c2cn(-c3ccccc3)nc2-c2cccnc2)CC1
-12	2	-9	2	1	-13	-2	0	-7	-2.6	O=C(COC(=O)/C=C/c1ccccc1[N+](=O)[O-])NC1CC1
-18	-3	-7	23	2	0	/	0	-2	-0.2	COc1cc([N+](=O)[O-])ccc1NC(=O)Nc1ccc(C(=O)N2CCCC2)cc1
-8	-6	-15	-10	-1	19	10	-1	/	-0.4	Cc1ccc(CNC(=O)c2cc(COc3c(F)cccc3F)on2)s1
-7	0	-17	38	/	-17	-38	12	/	-2.6	Cc1c(Br)c([N+](=O)[O-])nn1CC(=O)Nc1c(C)n(C)n(-c2ccccc2)c1=O
-12	2	5	8	-6	/	-8	/	/	-0.8	Brc1ccc(-c2nnc3sc(CNC4CCCC4)cn23)cc1
-11	-9	-9	63	-4	-10	-63	/	0	-0.7	O=C(NCc1ccccc1)c1ccc(N2CCC3(CC2)CC(c2ccc(Cl)cc2)=NO3)c([N+](=O)[O-])c1
-7	0	-8	12	-13	-9	-12	19	-2	-0.4	O=C(CSc1nc2ccccc2[nH]1)N1CCN(C(=O)c2ccco2)CC1
/	-8	-3	-23	-1	-9	23	-3	/	0.4	O=C(COC(=O)CCC(=O)c1ccc(F)cc1)NCc1ccc(Cl)cc1
24	0	2	-27	14	10	27	7	2	1.2	Cc1ncoc1C(=O)Nc1ncc([N+](=O)[O-])s1
-8	-4	4	15	17	/	-15	-1	4	-0.4	CC(C)c1ccc(/C=N/NC(=O)CN(c2cccc(Cl)c2Cl)S(C)(=O)=O)cc1
-19	3	-6	-5	4	8	5	2	4	0.1	O=C(Nc1ccccc1)c1ccccc1OCc1ccc(S(=O)(=O)N2CCOCC2)cc1
-33	-3	-9	-13	2	2	13	1	-18	-0.5	CC(C)(SC(=S)N1CCCCCC1)C(=O)O
-11	-6	-23	4	0	-10	-4	-5	-1	-2.8	O=C(/C=C/c1cccs1)c1cc(F)ccc1OC(=O)N1CCOCC1
13	-12	-8	9	-3	1	-9	-2	5	-2.4	O=C(O/N=C1/CCCc2occc21)c1ccc(F)cc1
-14	-16	-10	13	6	-2	-13	18	-4	-1.4	CCc1ccc2[nH]c(=O)c(CN(CCN(CC)CC)C(=O)NC3CCCCC3)cc2c1
/	4	4	-5	-4	0	5	1	-2	-0.2	COc1ccc(S(=O)(=O)N2CCCCC2)cc1NC(=O)[C@@H]1CCCN1C(=O)c1cccs1
/	-10	-13	-10	-4	8	10	10	26	-2.8	COc1ccc(S(=O)(=O)NCC(c2ccc(C)cc2)N2CCN(C)CC2)cc1OC (configuration not stated)
9	0	5	-23	10	8	23	-4	-2	-1.1	CC(C)(C)c1ccc(C(=O)NCC(=O)N2CCC3(CC2)NCCc2[nH]cnc23)cc1
4	-9	-13	41	7	-3	-41	-1	-1	-3.0	Cc1ccc(S(=O)(=O)N(C)c2ccc(C(=O)Nc3cccc(C)n3)cc2)cc1
-2	-8	-13	-11	6	-16	11	3	-1	-0.2	CCOC(=O)n1c(=O)n(C)c2ccc(Cl)cc21
3	-7	14	-17	4	5	17	2	/	-0.8	COc1ccc(CCN2C(=O)CCC2(C)C(=O)NCc2cccnc2)cc1OC (configuration not stated)
-20	1	-17	66	/	-6	-66	/	13	-0.9	Cc1ccc(NC(=O)CSc2nc(=O)n(CCN3CCOCC3)c3c2CCCC3)cc1
15	-2	3	-19	11	32	19	/	1	-0.7	O=C(Nc1ccc2c(c1)OCCO2)c1cnccn1
3	-13	6	-5	/	0	5	5	-1	-2.9	NC1=C([N+](=O)[O-])C(c2ccccc2)C2=C(CCCC2=O)O1 (configuration not stated)
0	-5	-11	-2	13	27	2	-4	-7	/	Fc1ccc(C(c2nnnn2Cc2cccs2)N2CCN(C3CCCCC3)CC2)cc1 (configuration not stated)
-10	-14	-3	8	-6	/	-8	/	-3	-1.1	O=C1c2ccccc2C(Nc2ccc(F)c(Cl)c2)N1c1ccccn1 (configuration not stated)
-38	-5	-7	-8	/	1	8	2	-3	-1.6	Nc1ncnc(Nc2cccc(Cl)c2Cl)n1
10	5	0	-61	-1	17	?	-1	5	-0.5	FC(F)(F)c1cc(-c2ccco2)nc2ncnn12
-4	1	1	/	0	5	/	-5	0	-1.4	CCOC(=O)c1c(-c2cccs2)csc1NC(C)=O
3	4	-5	-24	3	-2	24	1	-3	-2.4	CC1(C)CC(C2N3CC4(C)CN2CC(C)(C3)C4=O)CCO1 (configuration not stated)
-3	-1	2	-3	17	-3	3	18	-2	-0.1	Oc1ccc(/C=N/n2c(C3CCCCC3)n[nH]c2=S)c(O)c1
-4	5	1	-1	1	0	1	-3	2	-2.5	COc1ccccc1-c1cn(C(C)(C)C)nc1C
13	4	-5	5	-4	-11	-5	-5	-2	-1.9	CCC(C)(C)C1CCC2(CC1)NC(=O)N(CC(=O)N1CCN(C(=O)c3ccco3)CC1)C2=O (configuration not stated)
12	-8	-14	98*	8	8	-98	-1	-7	-0.2	NNC(=O)c1oc2nc(-c3ccccc3)cc(-c3ccccc3)c2c1N
2	0	4	3	33	73	/	1	2	-1.2	CCOC(=O)c1nn(-c2ccc(C)cc2)cc1O
-18	0	2	3	35	-2	-3	1	-4	-1.4	CSc1ccc(S(=O)(=O)NC(C)c2ccccc2)cc1 (configuration not stated)
-21	-6	-13	-4	-1	/	4	-1	/	-0.2	O=C1NCCCC1C(=O)N/N=C/c1cccc([N+](=O)[O-])c1 (configuration not stated)
-14	8	-5	22	9	4	-22	0	-4	-4.7	COc1ccc(C(CNC(=O)c2oc3ccc(F)cc3c2C)N2CCCCC2)cc1 (configuration not stated)
10	6	-10	-2	-24	-2	2	-2	-2	-1.9	CCCCN(C(=O)CSc1nnc(-c2ccco2)o1)c1c(N)n(Cc2ccccc2)c(=O)[nH]c1=O

Remaining list, next part
PfHsp90 yeast 2	dFosB act	PvdQ inh	SR-BI HDL uptake	Rtt109 Vps75	MITF TRPM1 HTS	SR-BI DiI-HDL act	NSD2 inh	CAL PDZ FP-2	CAL PDZ FP-1	compound
19	-6	-7	59	0	-4	-59	/	-2	-6.0	CC(C)(C)OC(=O)C[C@@H]1C/C=C\C[C@H](CC(=O)N[C@H](CO)Cc2ccccc2)C(=O)N[C@@H](Cc2ccccc2)COC1=O
23	-3	-13	0	-7	21	0	1	12	0.9	Cc1cc2cc(CNC(=O)c3ccc4c(c3)OCO4)ccc2[nH]1
-12	-2	-8	-17	-2	/	17	/	-2	-0.1	Cc1ccc(-n2c(CSc3nc(C)cc(C)n3)nnc2SCC(=O)N2CCCC2)cc1
-14	-4	2	22	3	-3	-22	0	/	-1.3	Cc1ccc(NC(=O)C2CCN(c3nc(C)cc(C)n3)CC2)cc1
-26	10	-9	-2	-11	11	2	-1	-1	-2.6	CC(=O)Nc1ccc(-c2cc(-c3ccc(NC(C)=O)cc3)nc(-c3ccccc3)n2)cc1
8	-8	-6	3	-21	94*	-3	-8	-1	-2.1	c1ccc(SCc2cc(-c3ccccc3)no2)cc1
